MCL1-BIM inh: inhibitors of human MCL1 binding to BIM-BH3 peptide | Q07820 | GST-MCL1 / FITC-Bim-BH3 fluorescence polarization | inhibition, % at 10.9 µM | hit rate 0.68% among 320,000;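 active = inhibition above the mean inhibition of all tested compounds plus 3 SD, set per campaign, cut at about 40% in these data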;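 also: 0% = DMSO wells and 100% = unlabeled Bim-BH3 peptide control; higher means more loss of mP so more displacement of Bim peptide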
VLA-4 inh: inhibition in a human VLA-4 binding assay | P13612 | inhibition, % (about 7 µM as worked out from the volumes in the protocol) | VLA-4 expressing cells, ligand binding flow cytometry | hit rate 0.2% among 330,000 | AID 2557; in the data active = inhibition above about 50%
Target sequence (P13612 whole entry, looked up): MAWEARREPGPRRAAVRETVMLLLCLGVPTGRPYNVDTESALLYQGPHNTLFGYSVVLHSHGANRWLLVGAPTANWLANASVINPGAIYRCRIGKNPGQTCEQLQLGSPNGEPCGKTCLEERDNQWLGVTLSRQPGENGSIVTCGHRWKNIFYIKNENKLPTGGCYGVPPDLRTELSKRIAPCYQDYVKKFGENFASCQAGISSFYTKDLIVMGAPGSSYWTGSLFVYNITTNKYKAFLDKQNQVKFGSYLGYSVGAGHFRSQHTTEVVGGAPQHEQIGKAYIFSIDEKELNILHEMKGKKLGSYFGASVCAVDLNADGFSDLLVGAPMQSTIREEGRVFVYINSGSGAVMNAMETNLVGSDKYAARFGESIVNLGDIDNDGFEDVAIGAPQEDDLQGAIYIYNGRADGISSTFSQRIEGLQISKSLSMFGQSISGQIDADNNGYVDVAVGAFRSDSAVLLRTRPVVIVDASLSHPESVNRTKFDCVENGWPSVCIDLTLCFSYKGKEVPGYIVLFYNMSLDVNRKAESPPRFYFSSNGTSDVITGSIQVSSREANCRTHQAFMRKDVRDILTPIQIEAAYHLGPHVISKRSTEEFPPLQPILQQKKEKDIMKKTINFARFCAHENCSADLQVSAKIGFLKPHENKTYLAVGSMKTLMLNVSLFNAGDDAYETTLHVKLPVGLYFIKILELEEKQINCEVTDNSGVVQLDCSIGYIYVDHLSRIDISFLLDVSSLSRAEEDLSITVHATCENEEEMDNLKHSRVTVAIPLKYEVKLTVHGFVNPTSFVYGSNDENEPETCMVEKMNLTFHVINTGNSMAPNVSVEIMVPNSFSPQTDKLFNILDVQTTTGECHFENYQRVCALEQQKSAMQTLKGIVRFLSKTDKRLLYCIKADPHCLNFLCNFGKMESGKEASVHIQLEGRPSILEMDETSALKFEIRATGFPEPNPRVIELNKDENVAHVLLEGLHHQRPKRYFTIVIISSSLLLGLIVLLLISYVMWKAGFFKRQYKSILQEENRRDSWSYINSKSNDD
GRK2 inh: blocks RNA aptamer binding to human GRK2; P25098; bead flow cytometry, FAM-aptamer displacement from GRK2; inhibition of aptamer binding, % at 10 µM; hit rate 0.59% among 330,000;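 active = inhibition of aptamer binding above 40%, roughly 3 SD of noise, on plates passing a quality check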;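 also: median bead fluorescence of bound FAM aptamer so fluorescent compounds give negative values; no value below 0 was filed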
GLD-1 RNA inh: GLD-1-TGE RNA interaction inhibition (C. elegans). Q17339. purified GLD-1 + fluorescein TGE RNA, fluorescence polarization. inhibition, % at 5.96 µM. hit rate 0.44% among 320,000. AID 2280;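 active = percent inhibition above a per-plate cutoff, the plate mean of test compounds plus 3 SD, cut at about 30% in these data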;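 also: 0% = DMSO wells with GLD-1 and probe and 100% = wells lacking GLD-1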
MEX-5 binding: C. elegans MEX-5 TCR-2 RNA binding activity; activity score (negative = inhibition of binding), % at 10 µM; Q9XUB2; hit rate 0.38% among 300,000; MEX-5/FITC-TCR2 RNA binding, fluorescence polarization; active compounds read low;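 active = inhibition past about -25% in most replicates, and total fluorescence under double the plate's negative control median, limit read from the data; inconclusive = replicates evenly split on the limit, or fluorescence at least double controls; inactive = too little inhibition in most replicates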;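 also: 0% = DMSO and -100% = 5 µM competing unlabeled TCR2 RNA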
CIT2 TOR yeast: alters CIT2-GFP fluorescence in TOR pathway yeast screen. GFP response vs DMSO, % at 10 µM. S. cerevisiae CIT2-GFP strain, flow cytometry, 3 h; 100 means same as DMSO wells. hit rate 0.065% among 320,000;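 active = GFP response relative to DMSO above a set limit, near the screen mean plus 3 SD, cut at about 150% in these data; inconclusive = Fewer than 70 cells measured for a yeast strain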;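 also: ratio of well median GFP fluorescence to mean of DMSO wells on the plate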
AGP1-GFP MLPCN: alters AGP1-GFP fluorescence in TOR pathway yeast screen; S. cerevisiae AGP1-GFP multiplex flow cytometry, 3 h; GFP as percent of DMSO wells; GFP response vs DMSO, % at 10 µM; hit rate 0.02% among 320,000;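 active = GFP response relative to DMSO above a set limit, near screen average plus 3 SD, cut at about 150% in these data; inconclusive = fewer than 70 cells counted for the yeast strain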;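 also: median GFP channel fluorescence of the gated AGP1 strain per well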
Yeast superoxide: lowers age-related superoxide in aged yeast cells | S. cerevisiae aged cells, superoxide DHE fluorescence; active compounds read low | superoxide response (% of plate mean), % at 10 µM | hit rate 0.18% among 330,000 | AID 2690;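 active = superoxide response under a set limit, about three screen SD below normal, cut at about 65% in these data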;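 also: yeast aged for seven days with compound at 30 °C before DHE staining; 100% = average MFI of all compound-treated wells on the plate with controls excluded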
Bcl-xL primary: blocks human Bcl-xL binding to Bim BH3 peptide | hit rate 0.7% among 320,000 | Q07817 | GST-Bcl-xL / FITC-Bim BH3 peptide fluorescence polarization | inhibition, % at 10.9 µM;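 active = inhibition above the mean of all tested compounds plus 3 SD, cutoff set per campaign, cut at about 30% in these data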;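 also: 0% = DMSO wells and 100% = unlabeled Bim-BH3 peptide competitor; inhibitors lower millipolarization by displacing the labeled peptide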
An asterisk follows results filed as active; i = inactive; ? = inconclusive; nt = no result given; [ ] = another dose, or the depositor's remark.

SMILES | MCL1-BIM inh | VLA-4 inh | GRK2 inh | GLD-1 RNA inh | MEX-5 binding | CIT2 TOR yeast | AGP1-GFP MLPCN | Yeast superoxide | Bcl-xL primary
CCc1ccc(CNC(=O)C(=O)NCC2CCCO2)cc1 (centres undefined) | 5 | -1 | 1 | -8 | -1.8 | 107 | 110 | 86 | 1
O=C(c1ccccc1)N1CCN(Cc2ccc3c(c2)OCO3)CC1 | 6 | 8 | 2 | 4 | -0.8 | 102 | 95 | 103 | 6
CCOC(=O)N1CCc2c(sc(NC(=O)CCS(=O)(=O)c3ccccc3)c2C(N)=O)C1 | 48* | -16 | 1 | 17 | 1.7 | 98 | 101 | 102 | 10
CCN(CC(=O)Nc1c(F)cccc1F)C(=O)CSCc1c(C)noc1C | 1 | 7 | 2 | -6 | 1.9 | 95 | 102 | 101 | 0
Cc1ccc(C)c(NC(=O)CCC(=O)NNC(=O)COc2cc(C)ccc2C)c1 | 2 | -3 | 0 | 5 | -0.1 | 101 | 101 | 115 | -1
Cc1ccc(NC(=O)c2ccc(Oc3ncccn3)cc2)cc1 | 3 | 1 | 1 | -1 | -1.6 | 108 | 102 | 108 | 5
O=C(CCCCn1c(=O)[nH]c2ccccc2c1=O)N1CCN(c2cccc(C(F)(F)F)c2)CC1 | 5 | -8 | 3 | 1 | 0.5 | 108 | 101 | 104 | 2
O=C(c1cccc(Br)c1)N1CCN(S(=O)(=O)N2CCCCC2)CC1 | 2 | i | 0 | -3 | 4.8 | 114 | 107 | 109 | 4
COc1ccc(N2CCN(C(CNC(C)=O)c3ccc4c(c3)OCO4)CC2)cc1 (centres undefined) | 0 | 0 | 3 | -1 | 1.7 | 101 | 106 | 116 | 4
O=C(NCc1ccc(Cl)cc1Cl)C1CC(=O)N(Cc2ccccc2)C1 (centres undefined) | 0 | -7 | 0 | 7 | 1.3 | 98 | 93 | 97 | 7
CCSC1=NC(=O)/C(=C2/C=Cc3ccccc3N2CC)S1 | -12 | -8 | 0 | -8 | -2.9 | 114 | 104 | 127 | -17
Cn1c2ccccc2c2ncn(CCCN3CCOCC3)c(=O)c21 | 12 | -3 | 0 | 5 | -0.1 | 109 | 105 | 78 | 5
Cc1ccccc1NC(=O)Oc1cccc(OC(=O)c2ccccc2)c1 | 1 | 2 | 6 | 0 | 2.6 | 99 | 93 | 97 | 0
Cc1cccc(N2C(=O)CC(N3CCN(c4ccccc4)CC3)C2=O)c1 (centres undefined) | 6 | -6 | 0 | 10 | -1.0 | 98 | 107 | 90 | 8
Cc1nc2sc3c(c2c(=O)[nH]1)CCC3 | 7 | -13 | 2 | -2 | 1.5 | 107 | 102 | 109 | 8
COc1ccccc1OCCNC(=O)c1cc([N+](=O)[O-])cc([N+](=O)[O-])c1 | -3 | 6 | 0 | 1 | 1.1 | 93 | 96 | 119 | 0
CN1CCCN(S(=O)(=O)c2cccc(C#N)c2)CC1 | -17 | 26 | 0 | -5 | 0.0 | 99 | 88 | 116 | -1
O=C(c1ccc2c(c1)OCCO2)C1CCN(S(=O)(=O)c2ccccc2F)CC1 | -1 | -3 | 3 | -1 | 0.8 | 87 | 90 | 104 | 4
O=C(COc1ccc(S(=O)(=O)N2CCOCC2)cc1Cl)NCCCn1ccnc1 | 6 | 4 | 0 | -6 | 0.5 | 99 | 97 | 100 | 3
O=C(CSc1ccc(-c2ccco2)nn1)c1cccc([N+](=O)[O-])c1 | 66* | -5 | 6 | 1 | -0.2 | 103 | 91 | 122 | 25

Quoted from the results shown for reference:
SMILES | MCL1-BIM inh | VLA-4 inh | GRK2 inh | GLD-1 RNA inh | MEX-5 binding | CIT2 TOR yeast | AGP1-GFP MLPCN | Yeast superoxide | Bcl-xL primary
CCSC1=NC(=O)/C(=C2/C=Cc3ccccc3N2CC)S1 | -12 | -8 | 0 | -8 | -2.9 | 114 | 104 | 127 | -17
Cn1c2ccccc2c2ncn(CCCN3CCOCC3)c(=O)c21 | 12 | -3 | 0 | 5 | -0.1 | 109 | 105 | 78 | 5
Cc1ccccc1NC(=O)Oc1cccc(OC(=O)c2ccccc2)c1 | 1 | 2 | 6 | 0 | 2.6 | 99 | 93 | 97 | 0
Cc1cccc(N2C(=O)CC(N3CCN(c4ccccc4)CC3)C2=O)c1 (centres undefined) | 6 | -6 | 0 | 10 | -1.0 | 98 | 107 | 90 | 8
Cc1nc2sc3c(c2c(=O)[nH]1)CCC3 | 7 | -13 | 2 | -2 | 1.5 | 107 | 102 | 109 | 8
COc1ccccc1OCCNC(=O)c1cc([N+](=O)[O-])cc([N+](=O)[O-])c1 | -3 | 6 | 0 | 1 | 1.1 | 93 | 96 | 119 | 0
CN1CCCN(S(=O)(=O)c2cccc(C#N)c2)CC1 | -17 | 26 | 0 | -5 | 0.0 | 99 | 88 | 116 | -1
O=C(c1ccc2c(c1)OCCO2)C1CCN(S(=O)(=O)c2ccccc2F)CC1 | -1 | -3 | 3 | -1 | 0.8 | 87 | 90 | 104 | 4
O=C(COc1ccc(S(=O)(=O)N2CCOCC2)cc1Cl)NCCCn1ccnc1 | 6 | 4 | 0 | -6 | 0.5 | 99 | 97 | 100 | 3
O=C(CSc1ccc(-c2ccco2)nn1)c1cccc([N+](=O)[O-])c1 | 66* | -5 | 6 | 1 | -0.2 | 103 | 91 | 122 | 25

The listing continues.
SMILES | MCL1-BIM inh | VLA-4 inh | GRK2 inh | GLD-1 RNA inh | MEX-5 binding | CIT2 TOR yeast | AGP1-GFP MLPCN | Yeast superoxide | Bcl-xL primary
Cc1ccc2[nH]c3c(=O)[nH]ncc3c2c1 | -4 | -7 | 2 | -3 | -2.3 | 99 | 105 | 98 | 3
Cc1ccc([C@H]2C(C(=O)O)=C[C@@H](CC3CCCC3)N2S(=O)(=O)c2ccc(C)cc2)cc1 | nt | 48 | 0 | 3 | nt | 89 | 96 | 82 | nt
COc1ccc(NC(=O)N2CCCC2C(=O)NCc2ccc(C)cc2)cc1 (centres undefined) | 7 | -1 | 0 | 6 | -0.8 | 99 | 101 | 103 | 0
O=C1CCCC/C=C\C[C@H](CC(=O)N(CCO)Cc2ccccc2)C(=O)N2CCC[C@@H]2CO1 | nt | 1 | 3 | 3 | nt | 100 | 85 | 100 | nt
C=C(C)COc1ccc(-c2nc(N)ncc2Oc2ccc(OC)cc2)c(O)c1 | 3 | 7 | 1 | -3 | 3.5 | 87 | 96 | 121 | 4
Cc1cc(S(=O)(=O)N2CC(=O)N(CCc3ccccc3)C(=O)C2)ccc1F | -4 | 8 | 1 | 5 | 0.6 | 111 | 110 | 87 | 1
OCCN1CCN(C2CCC(c3ccc(F)cc3)c3ccc(F)cc32)CC1 (centres undefined) | 5 | 1 | 0 | 8 | 1.7 | 85 | 99 | 103 | 2
O=C(O)c1cc(NC(=O)c2ccco2)cc(NC(=O)c2ccco2)c1 | 5 | -11 | 2 | 9 | -1.7 | 103 | 103 | 90 | 2
COc1ccc(C2=NN(C(=O)CCCC(=O)O)C(c3cn(-c4ccccc4)nc3-c3ccccc3)C2)cc1 (centres undefined) | 5 | 4 | 0 | 1 | -0.4 | 90 | 103 | 99 | 2
O=C(NCCCN1CCCC1)Nc1cccc2ccccc12 | 2 | 8 | 0 | -11 | 2.7 | 94 | 95 | 89 | 1
CCCCOC(=O)c1cccnc1 | -1 | -11 | 0 | -2 | 0.6 | 97 | 98 | 95 | -1
CC1CCCCC1NC(=O)c1ccc(CSc2nc3ccncc3[nH]2)cc1 (centres undefined) | 3 | 7 | 0 | 3 | -0.7 | 94 | 99 | 91 | 5
Cc1c(C(=O)NCc2ccccn2)sc2nc(-c3ccccc3)cn12 | 2 | -10 | 0 | -6 | -0.5 | 102 | 94 | 125 | 2
COC(=O)CSc1nnc(NC(=O)CCc2ccccc2)s1 | 6 | -6 | 1 | 4 | 0.8 | 99 | 114 | 95 | 2
CCOc1ccc(-n2cnnn2)cc1S(=O)(=O)Nc1c(C)cccc1C | 6 | 5 | 1 | 1 | -0.2 | 96 | 91 | 95 | 0
Cc1cc(Br)c(NC(=O)CCNC(=O)OCc2ccccc2)cc1C | 4 | -9 | 1 | -4 | 5.3 | 107 | 100 | 98 | 6
COc1ccc(OC)c(C(=O)c2nc3c(n2O)CCCCC3)c1 | -1 | 36 | 0 | 1 | -0.5 | ? | 24[may fluoresce violet] | 93 | 4
COc1ccc(S(=O)(=O)N2CCN(C(=O)c3ccc([N+](=O)[O-])o3)CC2)cc1 | -3 | 34 | 8 | 1 | -1.9 | 95 | 97 | 101 | -1
CCCOc1ccccc1C1CC(=O)NC2=C1C(=O)CCC2 (centres undefined) | -2 | 21 | 0 | -3 | 0.8 | 99 | 110 | 99 | 2
Cn1c(SCC(=O)Nc2ccc3c(c2)OCCO3)nnc1-c1ccccn1 | 1 | 11 | 1 | 7 | 3.4 | 92 | 102 | 111 | 2
COc1ccc(-c2nnc(NC(=O)c3cccs3)s2)c(OC)c1 | 1 | 5 | 3 | 2 | -4.5 | 97 | 98 | 84 | 15
CCOC(=O)c1c(C)[nH]c(C(=O)/C(C#N)=C/c2ccc(OCC)cc2)c1C | -12 | 2 | 3 | -19 | -0.2 | 103 | 95 | 107 | 7
CCCCC(=O)OCC(=O)Nc1cccc(S(=O)(=O)NC2=NCCCCC2)c1 | -2 | -2 | 0 | 4 | -0.7 | 99 | 104 | 107 | 0
O=C(CCCl)N(Cc1nc2ccccc2c(=O)[nH]1)Cc1cccs1 | 1 | 2 | 0 | -1 | 0.5 | 94 | 100 | 107 | 2
Cc1onc(-c2ccccc2)c1C(=O)N/N=C/c1ccc(Br)cc1 | -1 | 7 | 1 | -2 | -2.7 | 88 | 107 | 96 | -1
Cn1c(=O)oc2cc(C(=O)c3ccccc3)ccc21 | 3 | 26 | 0 | 4 | 0.9 | 99 | 98 | 111 | -2
CCC(C)(C)NC(=O)C(c1ccccc1Cl)N(C(=O)CCC(=O)Nc1cc(C)on1)C(C)(C)C (centres undefined) | 1 | -20 | 0 | 7 | 1.5 | 105 | 98 | 89 | 1
Cc1onc(-c2c(F)cccc2Cl)c1C(=O)N1CCN(c2ncccn2)CC1 | -6 | 9 | 0 | 1 | 0.4 | 100 | 105 | 94 | -4
O=C1CC(=C(c2ccccc2)c2ccccc2)C(=O)N1CCN1CCN(c2cccc(Cl)c2)CC1 | 3 | -6 | 3 | -3 | -1.4 | 95 | 95 | 99 | 6
CC(Oc1ccc(Cl)cc1Cl)C(=O)NCCCCc1ccccc1 (centres undefined) | 1 | 11 | 0 | 0 | 1.6 | 87 | 90 | 94 | 4
O=c1c2c(n3nnnc3n1-c1ccccc1)-c1ccccc1CC21CCCC1 | 5 | 8 | 2 | 4 | -2.1 | 96 | 99 | 105 | 4
Cc1ccc2c(c1)N(CC(=O)OC(CC(C)C)C(=O)NC1CCCC1)C(=O)CO2 (centres undefined) | -1 | 1 | 1 | 1 | -1.7 | 100 | 105 | 97 | -3
CN=C1c2cc3c(Br)c(OC)ccc3n2CCN1C | 3 | 7 | 4 | 6 | 0.6 | nt | 97 | 86 | -4
O=C(O)c1cccc(NC(=O)C2CCCO2)c1 (centres undefined) | 5 | -2 | 0 | -3 | -1.3 | 98 | 103 | 120 | 4

Bioassay records deposited in PubChem by several laboratories.
